Assay outcomes from PubChem BioAssay.
KRASV12 cytotoxicity – cytotoxicity in KRAS-transformed pancreatic duct cells, primary screen, cell-based, fluorescence, HTS (AID 431). HPDE-C7K KRASV12 cells, Alamar Blue viability, 48 h; higher % means a stronger effect. actives 1.7% (n = 63,000). one-dose cytotoxicity, % at 10 µM; EC50 in µM for titrated hits;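 active = compounds whose percent cytotoxicity in the single-dose primary screen, scaled between solvent and toxic-drug controls, exceeds 50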;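 also: 0% = DMSO solvent wells and 100% = doxorubicin-treated wells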
Spn DPM-DC inh – inhibitors of Streptococcus pneumoniae diphosphomevalonate decarboxylase; purified DPM-DC, PK/LDH coupled NADH fluorescence; calls only at 10 µM; actives 0.49% (n = 65,000);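 active = the 320 compounds with the highest percent inhibition in the single-dose primary screen, excluding strongly autofluorescent ones, cut at about 32% in these data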;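 also: kinetic rate of NADH fluorescence loss reporting ADP formed by the decarboxylase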
Bfl-1 inhibitors – Bfl-1 inhibitors, primary screen, biochemical, fluorescence polarization, FITC-Bid, mouse (AID 432) | FITC-Bid BH3 peptide fluorescence polarization displacement; higher % means a stronger effect | one-dose displacement, % at 20 µM; IC50 in µM for titrated hits | actives 0.02% (n = 64,000); in the data active = a potency from the dose series; inactive = the rest, 99 in 100 with displacement below about 15%; also: strong numbers were not always called active
LYP phosphatase – LYP phosphatase inhibitors, primary screen, biochemical, DiFMUP fluorescence, recombinant catalytic domain, 10 µM (AID 606) | recombinant LYP catalytic domain, DiFMUP fluorescence; higher % means a stronger effect | one-dose inhibition, % at 10 µM; IC50 in µM for titrated hits | 52,000 tested, under 10 active;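 active = IC50 under 40 µM in the dose-response test; inactive = IC50 of 40 µM or more, or never dose-tested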
HPDE-C7 cytotoxicity – cytotoxicity in HPDE-C7 cells, cell-based, fluorescence, HTS (AID 430); HPDE-C7 pancreatic duct cells viability, fluorescence; higher % means a stronger effect; cytotoxicity, % at 10 µM, or EC50 in µM where a hit was titrated; actives 1.8% (n = 63,000);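 also: cells exposed to compound for 48 hours before viability readout; 0% = vehicle and 100% = reference cytotoxic drug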
PMK inhibit – S. pneumoniae PMK inhibition; purified PMK, PK/LDH-coupled NADH absorbance 340 nm; inhibition, % at 10 µM; actives 0.49% (n = 65,000);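 active = top-ranked compounds by inhibition in the single 10 µM screen, taking a fixed number of the strongest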;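 also: 0% = full reaction with DMSO carrier and 100% = background rate without enzyme reaction; no value below 0 was filed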
TNAP inhibition – inhibition of tissue-nonspecific alkaline phosphatase – biochemical, luminescent (AID 518). purified TNAP enzyme, luminescent substrate readout; higher % means a stronger effect. inhibition, % at 20 µM; hits with a dose series show IC50 in µM. actives 0.09% (n = 64,000); in the data active = a potency from the dose series; inactive = the rest, 99 in 100 with inhibition below about 22%;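 also: plate controls were vehicle for no effect and reference inhibitor for full effect; many of its hits are not listed in these tables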
HT1080 viability – cytotoxicity in HT1080 fibrosarcoma cells, cell-based, fluorescence readout (AID 620); HT1080 viability, fluorescence; higher % means a stronger effect; actives 0.42% (n = 87,000); one-dose cytotoxicity, % at 10 µM; EC50 in µM for titrated hits;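 also: cells exposed to compound overnight then 4 h with Alamar Blue; 0% = vehicle DMSO and 100% = killing control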
MK inhibit – S. pneumoniae mevalonate kinase inhibition. purified MK, PK/LDH-coupled NADH absorbance 340 nm. actives 0.48% (n = 65,000). inhibition, % at 10 µM;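 active = ranked among the strongest by inhibition in the single 10 µM screen, a fixed top-ranked set picked for dose follow-up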; also: no value below 0 was filed
PMK inhibit pilot replicates – also measured in PMK inhibit; calls as there; inhibition, %; measured here: pilot screen replicates
MK inhibit pilot replicates – second read-out of MK inhibit, no call of its own (marks repeat the call); inhibition, %; measured here: pilot screen replicates
Spn DPM-DC inh pilot screen % – also measured in Spn DPM-DC inh; calls as there; inhibition, %; measured here: pilot screen trials
An asterisk follows results filed as active; i = inactive; · = no result given. Rule as the data show it, unless noted: active = cytotoxicity above about 50%; inactive = the rest.

SMILES	KRASV12 cytotoxicity	Spn DPM-DC inh	Bfl-1 inhibitors	LYP phosphatase	HPDE-C7 cytotoxicity	PMK inhibit	TNAP inhibition	HT1080 viability	MK inhibit	others
Cc1ccccc1NC(=O)CN1CCC(NC(=O)Nc2ccccc2)CC1	4%	i	-5%	7%	2%	9	13%	-3%	8	PMK inhibit pilot replicates=5.0;MK inhibit pilot replicates=0.0;Spn DPM-DC inh pilot screen %=2.0
O=C1COc2ccc(C(=O)COC(=O)C3CCN(S(=O)(=O)c4cccs4)CC3)cc2N1	-4%	i	4%	5%	7%	19	6%	4%	6
COc1ccccc1OCC(=O)Nc1cccc(-c2nc3ccccc3o2)c1	27%	i	0%	5%	24%	3	23%	-4%	6	PMK inhibit pilot replicates=6.5;MK inhibit pilot replicates=0.0;Spn DPM-DC inh pilot screen %=5.0
Cc1ccc(-c2nc3ncccc3o2)cc1NC(=O)c1ccco1	-8%	i	1%	·	-9%	2	4%	1%	8	PMK inhibit pilot replicates=6.5;MK inhibit pilot replicates=0.0;Spn DPM-DC inh pilot screen %=1.0
O=C(Cc1cccs1)N(c1ccc(Cl)cc1)C1C=CS(=O)(=O)C1 (stereo not drawn)	-11%	i	-4%	-4%	-13%	18	-2%	-2%	9
COC(=O)c1ccc(CSc2nnc(-c3c[nH]c4ccccc34)n2C)o1	2%	i	1%	2%	-5%	0	9%	2%	5
Cc1ccc(N(CC(=O)N2CC(=O)Nc3ccccc32)S(=O)(=O)c2ccc3c(c2)OCCO3)cc1	14%	i	-6%	1%	14%	0	-3%	·	10
Cc1nn(-c2ccccc2)c(C)c1/C=N/O	4%	i	4%	·	4%	0	10%	-3%	0	PMK inhibit pilot replicates=3.5;MK inhibit pilot replicates=2.0;Spn DPM-DC inh pilot screen %=7.0
COc1ccc2c(c1)CCc1c(C(=O)N3CCc4ccccc4C3)noc1-2	24%	i	-2%	·	23%	13	9%	-8%	0
CCCNC(=O)c1cc(-c2ccc(Br)cc2)on1	11%	i	2%	13%	-1%	11	6%	-7%	0
Cc1ccc(NCc2nnc(SCCN3CCCCC3)n2CC2CCCO2)cc1Cl (stereo not drawn)	18%	i	2%	-1%	11%	19	5%	-12%	8
O=C(Oc1ccccc1)N1CCN(c2ccc(F)cc2)CC1	4%	i	-7%	2%	-7%	6	-8%	-7%	1
CCOC(=O)c1ccc(-n2[nH]c(-c3ccccc3)cc2=O)cc1	58%*	i	-7%	-6%	66%*	7	18%	-7%	8
CCCOC(=O)c1ccc(NC(=O)C2CCCO2)cc1 (stereo not drawn)	-9%	i	-2%	11%	-1%	9	10%	-4%	3
COc1ccc(OC)c(NC(=O)COc2ccc(S(=O)(=O)NC(C)C)cc2)c1	5%	i	-10%	11%	-2%	10	6%	1%	12

As a short view, 2 of the compounds above:
SMILES	KRASV12 cytotoxicity	Spn DPM-DC inh	Bfl-1 inhibitors	LYP phosphatase	HPDE-C7 cytotoxicity	PMK inhibit	TNAP inhibition	HT1080 viability	MK inhibit	others
COc1ccc2c(c1)CCc1c(C(=O)N3CCc4ccccc4C3)noc1-2	24%	i	-2%	·	23%	13	9%	-8%	0
CCCNC(=O)c1cc(-c2ccc(Br)cc2)on1	11%	i	2%	13%	-1%	11	6%	-7%	0

The listing picks up, starting 5 compounds before the break.
SMILES	KRASV12 cytotoxicity	Spn DPM-DC inh	Bfl-1 inhibitors	LYP phosphatase	HPDE-C7 cytotoxicity	PMK inhibit	TNAP inhibition	HT1080 viability	MK inhibit	others
Cc1ccc(NCc2nnc(SCCN3CCCCC3)n2CC2CCCO2)cc1Cl (stereo not drawn)	18%	i	2%	-1%	11%	19	5%	-12%	8
O=C(Oc1ccccc1)N1CCN(c2ccc(F)cc2)CC1	4%	i	-7%	2%	-7%	6	-8%	-7%	1
CCOC(=O)c1ccc(-n2[nH]c(-c3ccccc3)cc2=O)cc1	58%*	i	-7%	-6%	66%*	7	18%	-7%	8
CCCOC(=O)c1ccc(NC(=O)C2CCCO2)cc1 (stereo not drawn)	-9%	i	-2%	11%	-1%	9	10%	-4%	3
COc1ccc(OC)c(NC(=O)COc2ccc(S(=O)(=O)NC(C)C)cc2)c1	5%	i	-10%	11%	-2%	10	6%	1%	12
COCCNC(=O)C(c1cccc(OC)c1)N(Cc1cccs1)C(=O)Cn1nnc2ccccc21 (stereo not drawn)	5%	i	-1%	7%	-10%	14	14%	6%	3	PMK inhibit pilot replicates=3.0;MK inhibit pilot replicates=0.0;Spn DPM-DC inh pilot screen %=1.5
CC/C(=N\O)C(C)(C)/[N+]([O-])=C/c1ccc(Br)cc1	0%	i	0%	2%	-6%	0	7%	5%	0
CC1CCN(C(c2ccc(N(C)C)cc2)c2nnnn2C(C)(C)C)CC1 (stereo not drawn)	0%	i	-6%	9%	1%	7	10%	-6%	10
O=C(O)c1ccccc1C1=Nc2ccc(O)cc2Oc2cc(O)ccc21	-2%	i	118%	6%	6%	8	19%	-6%	9
Cc1ccc2nc(-c3ccc(NC(=O)c4ccco4)cc3)[nH]c2c1	14%	i	-3%	1%	7%	3	12%	14%	0
O=[n+]1cc(-c2ccccc2)n([O-])c2c1CCC2	·	i	-5%	·	·	12	5%	25%	9
CC(=O)Nc1nonc1NC(C)=O	-9%	i	4%	10%	-3%	7	3%	-2%	5
COc1cccc(-c2nc(N3CC(C)CC(C)C3)c3ccccc3n2)c1O (stereo not drawn)	-8%	i	-7%	-7%	-11%	6	5%	-12%	0
CC(=O)c1cc(-c2ccc(F)cc2)n(CC(=O)NCc2cccs2)c1C	-11%	i	-10%	1%	0%	22	8%	-3%	4
CCCCN(C(=O)Cn1nnc2ccccc21)C(C(=O)NCCOC)c1ccc(OC)cc1OC (stereo not drawn)	-9%	i	0%	16%	-4%	11	14%	-10%	5
COc1ccc(CCN2C(=O)c3[nH]nc(-c4ccccc4O)c3C2c2ccc(C)cc2)cc1OC (stereo not drawn)	9.9µM*	i	3%	-8%	8.1µM*	3	-4%	4%	2
Cc1cc(C)nc(Sc2c(C)n[nH]c2C)n1	-9%	i	-7%	·	-6%	6	7%	2%	0
COc1ccccc1N1C(=O)C2ON(c3ccccc3)C(c3ccc(N(C)C)cc3)C2C1=O (stereo not drawn)	7%	i	-1%	19%	8%	5	6%	-4%	9
COc1ccccc1-c1n[nH]c(=S)n1-c1ccccc1	-7%	i	-3%	4%	-16%	0	17%	5%	0
COc1cc(S(=O)(=O)N(Cc2cccs2)CC2CCCO2)ccc1-n1cnnn1 (stereo not drawn)	1%	i	-3%	·	1%	0	9%	10%	7
CCOC(=O)c1cc(OC(=O)c2cccnc2)n(-c2ccccc2)n1	-12%	i	1%	0%	-12%	0	13%	3%	3
C/C(=N\O)c1c(C)c2ccccc2n1C	-4%	i	-1%	3%	-1%	10	14%	4%	1
Oc1ccccc1Nc1nc(NCC2CCCO2)c2ccccc2n1 (stereo not drawn)	12%	i	3%	·	2%	15	5%	-7%	9
CCOC(=O)N1CCN(c2nc(C(F)(F)F)nc3c(C)cc(C)cc23)CC1	-24%	i	3%	-2%	-10%	2	6%	-7%	9
CSc1nnc(CNC(=O)c2ccccc2)n1-c1ccc(F)cc1	-8%	i	-7%	7%	-13%	0	-3%	1%	0
COc1ccc(C(=O)NCCn2cc(SCC(=O)Nc3cc(C)on3)c3ccccc32)cc1OC	-14%	i	-16%	13%	-41%	5	-1%	30%	7
O=C(c1ccc(CSCc2ccccc2F)o1)N1CCN(c2ccc(N3CCOCC3)nn2)CC1	17%	·	4%	-3%	5%	10	8%	-1%	2	PMK inhibit pilot replicates=4.0;MK inhibit pilot replicates=2.5
Cc1csc2nc(CNC(=O)c3ccco3)cn12	20%	i	2%	-2%	8%	13	10%	16%	11	PMK inhibit pilot replicates=2.0;MK inhibit pilot replicates=1.5;Spn DPM-DC inh pilot screen %=3.0
O=C(Cn1ncc2c(=O)oc3ccccc3c21)N(Cc1ccco1)C1CCCCC1	-9%	i	-1%	·	-6%	0	7%	1%	7
COC(=O)CCC(=O)Nc1nc(-c2ccccc2)cs1	-1%	i	-1%	6%	-5%	6	16%	3%	7
O=C(CCCCn1c(=O)c2ccccc2n(CC(=O)Nc2cccc(F)c2)c1=O)NCc1ccco1	-8%	i	3%	1%	-6%	9	9%	3%	8
CC(C)CN(CC(C)C)c1nc(N)c(C#N)c(CC#N)c1C#N	-7%	i	3%	-7%	-6%	7	12%	-2%	0	PMK inhibit pilot replicates=2.5;MK inhibit pilot replicates=0.5;Spn DPM-DC inh pilot screen %=5.0
NC12CC3CC(C1)CC(O)(C3)C2	0%	i	-3%	-1%	8%	0	-8%	-21%	6
CC(=O)Nc1ccccc1NC(=O)C(F)(F)F	-2%	i	0%	-6%	-8%	8	6%	2%	6
O=C(CSc1nnc(-c2cccnc2)n1Cc1ccco1)c1ccc(Cl)c(Cl)c1	-3%	i	-5%	4%	-4%	17	13%	1%	11
